ADAM10 inh = inhibitors of human ADAM10; AID 720582; 0.62% of 370,000 active; O14672; recombinant ADAM10, EDANS/DABCYL FRET peptide cleavage, 3 h; inhibition, % at 7 µM;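 active means inhibition above a per-campaign cutoff equal to the mean of compounds falling between control-based bounds plus 3 SD, cut at about 20% in these data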;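 further: 0% = DMSO wells while the 100% control is not disclosed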
TDP2 inh = blocks human TDP2 phosphodiesterase activity; O95551; recombinant TDP2, T5PNP hydrolysis, p-nitrophenol absorbance 415 nm; inhibition, % at 12.8 µM; 0.34% of 370,000 active; AID 720702;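 active means inhibition above the mean of all tested compounds plus 3 SD, set per campaign, cut at about 25% in these data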;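 further: 0% = DMSO with enzyme and 100% = buffer with substrate but no TDP2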
Target sequence (O95551 whole entry, looked up): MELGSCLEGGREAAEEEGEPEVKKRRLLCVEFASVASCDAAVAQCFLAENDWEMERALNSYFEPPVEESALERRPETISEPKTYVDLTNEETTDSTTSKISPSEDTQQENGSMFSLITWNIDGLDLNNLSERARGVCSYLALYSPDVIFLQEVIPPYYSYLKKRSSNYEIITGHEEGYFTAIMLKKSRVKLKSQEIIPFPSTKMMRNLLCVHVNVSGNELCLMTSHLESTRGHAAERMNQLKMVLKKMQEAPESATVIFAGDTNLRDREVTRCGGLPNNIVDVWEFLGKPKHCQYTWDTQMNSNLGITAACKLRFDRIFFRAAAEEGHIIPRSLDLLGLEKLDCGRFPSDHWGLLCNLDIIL
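System: recombinant human TDP2 / Amount: 120 nM TDP2 per well / Also added: 5 mM T5PNP chromogenic substrate / Doses: 12.8 µM single point, 1% DMSO / Incubation: 2 h at 37 °C / Detection: p-Nitrophenol epi absorbance / Evaluation: % inhibition relative to enzyme-containing and enzyme-free wells / Repeats: singlicate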
SIAE primary = blocks human sialic acid acetylesterase | inhibition, % at 9.66 µM | 0.69% of 370,000 active | AID 1053197 | SIAE FP-Rh probe binding, fluorescence polarization;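 active means inhibition above a cutoff: mean of compounds within the control limits plus 3 SD of those, cut at about 17% in these data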;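 further: 0% = plate median of compound wells and 100% = probe without SIAE protein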
PLC-beta3 inh = blocks human PLC-beta3 enzyme activity | Purified PLC-beta3, fluorogenic substrate, fluorescence | AID 720704 | Q01970 | inhibition, % at 12.2 µM | 0.18% of 370,000 active; in the data active means inhibition above about 11%;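 further: 0% = median of compound wells on plate and 100% = full blocker control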
ARFGAP1 inh = rat ARFGAP1 inhibition. Q62848. Arfgap1-stimulated ARF1 GTP hydrolysis, GDP FP detection. inhibition, % at 16.5 µM. 0.26% of 360,000 active. AID 651572;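 active means inhibition above a per-plate limit, mean inhibition of low control wells plus 3 SD, cut at about 25% in these data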;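 further: 0% = DMSO wells with enzyme and 100% = wells lacking Arfgap1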
Target sequence (Q62848 1-136 limits assumed): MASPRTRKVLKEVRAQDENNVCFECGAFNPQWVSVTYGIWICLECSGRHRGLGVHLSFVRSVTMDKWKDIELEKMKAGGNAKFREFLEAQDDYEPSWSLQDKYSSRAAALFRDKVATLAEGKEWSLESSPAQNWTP
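Material: truncated rat Arfgap1 GAP domain; Incubation: compound-enzyme preincubation 20 min, reaction 120 min, detection 60 min, 25 °C; Read-out: percent inhibition of Arfgap1-stimulated GTP hydrolysis; Technique: FP, GDP Alexa 633 tracer displaced from anti-GDP antibody, 620/688 nm; Controls: No-Arfgap1 wells (100%) versus DMSO full-reaction wells (0%); Replication: single well per compound.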
Tn7 DDE FP = disrupts Tn7 cyclic peptide binding to fibrin D-Dimer-E complex. P02675. inhibition, % at 8.3 µM. FP displacement of FITC-Tn7 peptide from fibrin DD(E); 0% = median of compound wells per plate. AID 720508. 0.13% of 370,000 active;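 active means inhibition above the mean of compounds falling within the control limits plus 3 SD of them, cut at about 14% in these data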;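 further: 0% = plate median of compound wells and 100% = 10 µM Aha-Tn7 peptide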
Target sequence (P02675 whole entry, looked up): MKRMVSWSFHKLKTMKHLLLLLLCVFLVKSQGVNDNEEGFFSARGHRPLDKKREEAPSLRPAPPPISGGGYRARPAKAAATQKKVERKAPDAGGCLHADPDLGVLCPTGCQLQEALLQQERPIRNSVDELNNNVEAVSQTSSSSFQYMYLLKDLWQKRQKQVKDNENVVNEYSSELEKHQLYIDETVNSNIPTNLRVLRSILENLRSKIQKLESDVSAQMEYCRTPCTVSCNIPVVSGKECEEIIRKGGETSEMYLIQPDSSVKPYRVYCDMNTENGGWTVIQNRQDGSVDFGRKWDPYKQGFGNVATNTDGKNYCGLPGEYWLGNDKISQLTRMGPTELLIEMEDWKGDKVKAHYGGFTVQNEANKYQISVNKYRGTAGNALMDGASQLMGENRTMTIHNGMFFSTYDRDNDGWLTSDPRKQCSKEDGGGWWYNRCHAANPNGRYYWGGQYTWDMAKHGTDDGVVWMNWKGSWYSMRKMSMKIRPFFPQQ
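Test system: human clot-derived fibrin DD(E) complex / Quantity: 2 µM final DD(E) protein / Incubation: 10 min plus 3 h, room temperature / Measured by: fluorescence polarization / Benchmarks: high control of 10 µM Aha-Tn7 peptide / Replicates: singlicate testing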
Tn6 DDE FP = inhibitors of Tn6 peptide binding to human fibrin DD(E); P02675; Fibrin DD(E) TRITC-Tn6 fluorescence polarization displacement; inhibition, % at 8.3 µM; 0.21% of 370,000 active; AID 720509;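 active means inhibition above a per-campaign cutoff: mean of compounds within control limits plus 3 SD, cut at about 15% in these data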;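 further: 0% = median of all compound wells on the plate and 100% = blocking peptide control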
ASAP1 GAP inh = ASAP1 ArfGAP inhibition. Q9ULH1. ASAP1-stimulated ARF1 GTP hydrolysis, GDP FP detection. inhibition, % at 16.5 µM. 0.19% of 360,000 active. AID 624377; in the data active means inhibition above about 25%;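 further: 0% = vehicle with enzyme and substrate and 100% = no enzyme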
ADAM17 inh = inhibitors of human ADAM17 | recombinant ADAM17, EDANS/DABCYL FRET peptide cleavage | inhibition, % at 6.95 µM | 0.83% of 370,000 active | AID 720648;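 active means inhibition above the mean of compounds lying between control limits plus 3 SD, set per campaign, cut at about 8.5% in these data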;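 further: 0% = DMSO-only wells as the low control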
PLCg1 inh = inhibitors of human phospholipase C gamma1; 0.84% of 370,000 active; purified PLC-gamma1, fluorogenic substrate, fluorescence; AID 720700; inhibition, % at 12.2 µM; P19174; in the data active means inhibition above about 9.5%
Starred values were filed as active, the others as inactive; i = inactive; nt = no result given.

SMILES	ADAM10 inh	TDP2 inh	SIAE primary	PLC-beta3 inh	ARFGAP1 inh	Tn7 DDE FP	Tn6 DDE FP	ASAP1 GAP inh	ADAM17 inh	PLCg1 inh
CCOc1ccc(C(=O)NCC(=O)OC2CCOC2=O)cc1OCC (stereo not drawn)	6	-10	-5	5	-11	-8	-6	2	4	9
Nc1ncncc1-c1ccc(F)cc1	-13	5	5	1	4	4	-2	-10	-5	-5
O=C(Nc1cccc(S(=O)(=O)N2CCCC2)c1)c1ccccc1OC(F)F	0	-17	-13	-4	0	-1	3	-2	4	2
Cn1c(C(=O)NCC2CCCO2)cc2c(=O)[nH]c3ccccc3c21 (stereo not drawn)	-18	7	1	-1	25*	-3	-1	15	-7	-1
CCOc1ccccc1OCCCCN1CCCC1	-11	10	-2	-1	13	1	-5	21	-2	-2
COc1cccc(NC(=O)N2CCCC2C(=O)NC2CCCCC2)c1 (stereo not drawn)	-9	3	6	-9	3	4	5	1	-4	0
C[C@H](CO)N1C[C@H](C)[C@@H](CN(C)C(=O)Nc2ccc3c(c2)OCO3)Oc2ccc(NS(=O)(=O)c3cn(C)cn3)cc2C1=O	-1	3	-1	-18	-7	0	-2	3	0	-13
C=CCNS(=O)(=O)c1ccc2c(c1)n(C)c(=O)n2C	-4	-9	1	2	9	-11	0	3	-2	2
C=CC[C@@H](CC(=O)N[C@@H](CO)Cc1ccccc1)C(=O)N[C@@H](COC(=O)[C@@H](CC=C)Cc1ccc(F)cc1)Cc1c[nH]c2ccccc12	-7	-7	-7	4	-5	3	-8	-13	1	2
Cc1nc(SCC(=O)NC2CCS(=O)(=O)C2)c(C#N)c(C)c1C (stereo not drawn)	-3	4	3	-8	3	-7	-1	-15	-3	-4
O=C(NCc1cccs1)C1CCN(S(=O)(=O)c2cccc3ccccc23)CC1	-5	0	-2	-4	nt	7	3	nt	0	2
O=C(OCC(=O)N1CCN(C(=O)c2ccco2)CC1)c1ccccc1OCc1ccccc1	-8	-4	1	3	-5	5	6	-2	-7	2
O=C(NCCN1CCOCC1)c1cc(-c2ccc(Br)cc2)on1	1	3	3	5	5	-6	0	8	-2	1
O=C(NCCSCc1ccco1)Nc1cc(Cl)cc(Cl)c1	10	6	-45	2	-7	5	-7	-6	3	0
O=C(Nc1ncn[nH]1)c1cc([N+](=O)[O-])ccc1Cl	-3	-12	-5	4	1	4	0	4	-3	-2
CCOc1ccc(/C(CCC(=O)O)=N/NC(=S)NC(C)C)cc1	1	-10	7	-8	-12	8	11	3	-5	0
CC(C)=N/N=C(\c1cccc([N+](=O)[O-])c1)C12CN3CN(CN(C3)C1)C2	0	9	3	6	-5	-2	-6	-17	2	2
Cc1cc(CN2CCN(CC(=O)Nc3cc(Cl)ccc3-n3cncn3)CC2)no1	-12	-7	4	-8	-6	1	1	-13	-10	-1
COc1ccc(/C(O)=C/c2nc3ccccc3n(-c3ccccc3)c2=O)cc1	-14	3	-4	-4	0	1	0	-13	-4	-1
Cc1ccc2nc(-c3ccc(NC(=O)CSc4nccc(=O)[nH]4)cc3)sc2c1	-162	-5	-31	-32	-7	-5	-3	-4	-59	-26

Shown as a hit in ARFGAP1 inh, of those listed so far:
SMILES	ADAM10 inh	TDP2 inh	SIAE primary	PLC-beta3 inh	ARFGAP1 inh	Tn7 DDE FP	Tn6 DDE FP	ASAP1 GAP inh	ADAM17 inh	PLCg1 inh
Cn1c(C(=O)NCC2CCCO2)cc2c(=O)[nH]c3ccccc3c21 (stereo not drawn)	-18	7	1	-1	25*	-3	-1	15	-7	-1

For convenience, some entries already given:
SMILES	ADAM10 inh	TDP2 inh	SIAE primary	PLC-beta3 inh	ARFGAP1 inh	Tn7 DDE FP	Tn6 DDE FP	ASAP1 GAP inh	ADAM17 inh	PLCg1 inh
CCOc1ccc(C(=O)NCC(=O)OC2CCOC2=O)cc1OCC (stereo not drawn)	6	-10	-5	5	-11	-8	-6	2	4	9
Nc1ncncc1-c1ccc(F)cc1	-13	5	5	1	4	4	-2	-10	-5	-5

Next section:
SMILES	ADAM10 inh	TDP2 inh	SIAE primary	PLC-beta3 inh	ARFGAP1 inh	Tn7 DDE FP	Tn6 DDE FP	ASAP1 GAP inh	ADAM17 inh	PLCg1 inh
Cc1c2cnn(CC(=O)NC3CCCC3)c(=O)c2c(C)n1Cc1ccccc1	-10	7	17	-8	13	-2	1	-12	-5	1
CCOc1ccccc1N1CC(C(=O)N(CC)C2CCS(=O)(=O)C2)CC1=O (stereo not drawn)	-2	6	3	-8	0	0	1	1	-9	-6
O=C(COC(=O)C1COc2ccccc2O1)NC(=O)Nc1ccc2c(c1)OCCO2 (stereo not drawn)	-3	3	4	-2	4	8	6	12	-4	-2
COc1cccc(-c2c(NC(C)=O)n(C)c3ccccc3c2=O)c1	-26	1	0	-37	-12	-4	2	-4	-12	-21
CC(C)c1ccc(NC(=O)Nc2nc(C(N)c3ccccc3)cs2)cc1 (stereo not drawn)	18	-10	5	4	9	0	-10	-4	8	8
COc1ccc(C(=O)CCc2ccccc2O)c(OC)c1	12	-17	5	-9	-3	3	-11	0	-2	8
O=c1[nH]c(=S)[nH]cc1Oc1ccc(Br)cc1Br	-14	-6	-4	-10	3	-1	-6	0	1	0
Cc1[nH]c2ccccc2c1C(=O)C(C)Sc1nnc(C2CC2)o1 (stereo not drawn)	-13	-1	3	-6	3	0	-5	-7	2	2
Cc1ccc(S(=O)(=O)N2CCN(CC(=O)N/N=C/C=C/c3ccccc3)CC2)cc1	4	0	8	4	-1	0	-2	4	2	6
COc1ccc(CN2CCN(C(=O)CN3C(=O)C4C5C=CC(C5)C4C3=O)CC2)c(OC)c1OC (stereo not drawn)	0	2	0	4	4	1	2	11	1	0
O=C1C2CC=CCC2C(=O)N1c1cccc(OS(=O)(=O)c2ccc3ccccc3c2)c1 (stereo not drawn)	0	-4	-6	-2	-3	2	3	3	0	4
CN1C(=O)/C(=C\c2cccc(OCc3ccccc3)c2)SC1=S	0	4	-2	-2	8	0	1	-4	-2	1
C[C@H]1CN([C@@H](C)CO)S(=O)(=O)c2ccc(C#CC3(O)CCCC3)cc2O[C@@H]1CN(C)C(=O)Cc1cccnc1	-8	-3	1	-2	2	0	-4	2	-4	2
CC(O)CNc1nc2ccccc2n1CC(=O)N1CCN(Cc2ccccc2)CC1 (stereo not drawn)	1	6	-2	-2	13	-1	-3	-2	-1	2
COc1cccc(NC(C)C(=O)Nc2cc([N+](=O)[O-])ccc2Cl)c1 (stereo not drawn)	0	11	7	-2	0	0	1	4	-3	2
Cc1ccc2nc(NC(=O)c3ccccn3)sc2c1	-12	0	1	-26	2	2	-2	6	0	-14
NNc1nc2c(-c3ccc(Cl)cc3)nnn2c2ccccc12	-18	-3	-3	-289	19	11	5	8	-8	-193
O=C1NC(c2ccc3ccccc3c2)Nc2ccccc21 (stereo not drawn)	i	-5	-2	-295	14	3	-3	4	-252	-231
CNC(=O)C1CC(=O)N(Cc2ccc3c(c2)OCO3)C(=Nc2ccc(OC)cc2)S1 (stereo not drawn)	8	3	0	3	9	0	-6	13	2	4
CCS(=O)(=O)c1ccc(S(=O)(=O)CC)s1	0	-4	5	-5	4	9	9	-14	-2	-3
O=C(Cc1ccc(S(=O)(=O)N2CCCC2)s1)NC1CCCCCC1	-3	1	0	-6	9	-2	3	4	-4	-5
CN1OC[C@@H]2CN(C(=S)NCCc3ccccc3)[C@H](c3ccc(-n4ccnc4)cc3)C[C@@H]21	4	-1	1	1	-2	2	4	0	2	-1
CCN(CC(=O)Nc1sc2c(c1C#N)CCCC2)Cc1nc2ccccc2c(=O)[nH]1	3	7	3	-1	-3	-1	-2	-12	-1	3
CN1CCN(S(=O)(=O)CC2(C)C3CCC2(C)C(=O)C3Br)CC1 (stereo not drawn)	0	0	1	-8	-4	0	3	3	-5	-1
COc1ccc(-c2cc(C(=O)NCCCN3CCCC3=O)c3ccccc3n2)cc1OC	-18	6	2	-272	20	-4	-5	5	1	-208
CCOC1=C2[C@@H](CN(S(=O)(=O)c3ccc(C)cc3)[C@H]2c2ccccc2F)[C@H]2C(=O)NC(=O)[C@H]2C1	-6	5	2	-24	8	6	3	3	-1	-22
CC(=O)Nc1ccc(N(C(=O)CNC(=O)c2ccco2)C(C(=O)NCC2CCCO2)c2ccccc2)cc1 (stereo not drawn)	-5	0	-7	-2	-8	-3	0	0	-2	0
CCOc1cc(N2CCOCC2)c(OCC)cc1NS(=O)(=O)c1ccc2c(c1)CC(=O)N2	0	-1	10	2	2	-2	7	-7	0	-2
Cc1ccc(/C=N/NC(=O)Cc2cccn2C)cc1	2	-20	10	2	3	-11	2	5	-2	1
CC(=O)Nc1ccc(NC(=O)Cn2cnc3c(cnn3C(C)(C)C)c2=O)cc1	-14	4	-7	3	-1	2	-12	-4	4	-2
CCOP(=O)(OCC)/C(C#N)=C(\O)c1ccc(OC)cc1	2	-2	-4	-3	0	-2	0	-2	-2	1

Quoted from the listing.
Tn7 DDE FP, CCN(CC(=O)Nc1sc2c(c1C#N)CCCC2)Cc1nc2ccccc2c(=O)[nH]1 reads -1
TDP2 inh, CCOc1cc(N2CCOCC2)c(OCC)cc1NS(=O)(=O)c1ccc2c(c1)CC(=O)N2 reads -1
ASAP1 GAP inh, CC(=O)Nc1ccc(NC(=O)Cn2cnc3c(cnn3C(C)(C)C)c2=O)cc1 reads -4
Tn6 DDE FP, CN1OC[C@@H]2CN(C(=S)NCCc3ccccc3)[C@H](c3ccc(-n4ccnc4)cc3)C[C@@H]21 reads 4
ADAM10 inh, CN1CCN(S(=O)(=O)CC2(C)C3CCC2(C)C(=O)C3Br)CC1 (stereo not drawn) reads 0
Tn7 DDE FP, CCOP(=O)(OCC)/C(C#N)=C(\O)c1ccc(OC)cc1 reads -2
ASAP1 GAP inh, CC(=O)Nc1ccc(N(C(=O)CNC(=O)c2ccco2)C(C(=O)NCC2CCCO2)c2ccccc2)cc1 (stereo not drawn) reads 0

Gathered by group: the entries above containing bromine.
SMILES	ADAM10 inh	TDP2 inh	SIAE primary	PLC-beta3 inh	ARFGAP1 inh	Tn7 DDE FP	Tn6 DDE FP	ASAP1 GAP inh	ADAM17 inh	PLCg1 inh
O=C(NCCN1CCOCC1)c1cc(-c2ccc(Br)cc2)on1	1	3	3	5	5	-6	0	8	-2	1
O=c1[nH]c(=S)[nH]cc1Oc1ccc(Br)cc1Br	-14	-6	-4	-10	3	-1	-6	0	1	0
CN1CCN(S(=O)(=O)CC2(C)C3CCC2(C)C(=O)C3Br)CC1 (stereo not drawn)	0	0	1	-8	-4	0	3	3	-5	-1
